# High-throughput results deposited in PubChem by several laboratories.
# sPLA2-III inh = Inhibits HGIII-sPLA2 liposome hydrolysis, primary screen. AID 743126. QFRET BODIPY PC-A2 liposome hydrolysis, fluorescence. Q9NZ20. 0.56% of 370,000 active. inhibition, % at 12.2 µM;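 active = inhibition above mean plus 3 SD of compounds lying within the high and low control bounds, cut at about 19% in these data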;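 also: 0% = median of test compound wells and 100% = no enzyme DMSO wells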
# DDE Tn6 FP inh = disrupts Tn6 cyclic peptide binding to fibrin D-Dimer-E complex. P02675. Fibrin DD(E) TRITC-Tn6 fluorescence polarization displacement. inhibition, % at 8.3 µM. 0.21% of 370,000 active. AID 720509;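 active = inhibition above a per-campaign cutoff: mean of compounds within control limits plus 3 SD, cut at about 15% in these data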;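 also: 0% = median of all compound wells on the plate and 100% = blocking peptide control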
# Target sequence (P02675 whole entry, looked up): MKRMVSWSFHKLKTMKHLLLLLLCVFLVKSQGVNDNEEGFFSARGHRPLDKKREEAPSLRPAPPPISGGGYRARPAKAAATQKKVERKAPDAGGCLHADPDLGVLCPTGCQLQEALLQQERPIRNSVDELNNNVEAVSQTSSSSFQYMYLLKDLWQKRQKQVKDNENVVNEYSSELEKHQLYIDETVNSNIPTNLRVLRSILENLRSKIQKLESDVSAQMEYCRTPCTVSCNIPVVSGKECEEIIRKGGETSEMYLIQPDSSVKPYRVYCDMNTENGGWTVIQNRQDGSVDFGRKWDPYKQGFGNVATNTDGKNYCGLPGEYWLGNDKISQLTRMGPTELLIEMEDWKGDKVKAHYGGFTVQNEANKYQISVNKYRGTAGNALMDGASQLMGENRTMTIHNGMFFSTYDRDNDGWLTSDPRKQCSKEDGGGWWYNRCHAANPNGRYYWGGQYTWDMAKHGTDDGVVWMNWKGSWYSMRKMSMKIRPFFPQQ
# GC-A act = GC-A (human) enzyme activation | P16066 | 0.14% of 370,000 active | AID 1671463 | activation, % at 10 µM | HEK293 GC-A cells, cGMP TR-FRET, EC30 ANP; 0% at EC30 ANP, 100% saturating ANP; in the data active = activation above about 40%
# NPR2 activator = GC-B (human) receptor activation | P20594 | HEK293-GC-B cells, CNP EC30, cGMP TR-FRET; 0% at EC30 CNP, 100% saturating CNP | activation, % at 10 µM | 0.11% of 370,000 active | AID 1920062;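 active = activation at 10 µM reaching about 35% in either raw or pattern-adjusted values, limit read from the data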
# rCAG binder = binds r(CAG) RNA repeats. inhibition, % at 3 µM. r(CAG) RNA repeat, TO-PRO-1 dye displacement fluorescence. 1.3% of 370,000 active;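 active = inhibition above the plate cutoff, the mean of all test compounds on that plate plus 3 SD, cut at about 35% in these data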;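 also: 0% = DMSO alone and 100% = 100 µM mitoxantrone as full dye displacement; higher means more dye released from RNA so lower well fluorescence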
# ARFGAP1 inhibitor = rat ARFGAP1 inhibition | Q62848 | Arfgap1-stimulated ARF1 GTP hydrolysis, GDP FP detection | inhibition, % at 16.5 µM | 0.26% of 360,000 active | AID 651572;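 active = inhibition above a per-plate limit, mean inhibition of low control wells plus 3 SD, cut at about 25% in these data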;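 also: 0% = DMSO wells with enzyme and 100% = wells lacking Arfgap1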
# Target sequence (Q62848 1-136 limits assumed): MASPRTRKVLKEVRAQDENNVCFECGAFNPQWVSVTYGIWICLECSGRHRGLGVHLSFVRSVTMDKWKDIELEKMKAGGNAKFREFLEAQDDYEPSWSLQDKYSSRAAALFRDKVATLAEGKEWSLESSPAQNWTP
#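 Material: rat Arfgap1 catalytic domain, aa 1-136; also added: human ARF1(Δ1-17)-GTP substrate; compound dosing: one concentration, 16.5 µM, DMSO 1.26%; incubation: GTP hydrolysis reaction 2 h at 25 °C; measured by: Tracer-displacement fluorescence polarization with EDTA stop, 620/688 nm; evaluation: % inhibition from polarization; repeats: one replicate per compound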
# GAA850 FXN act = activators of GAA850 frataxin (FXN) promoter | HEK293 lucGAA850 FXN promoter luciferase reporter, 24 h; percent of 10 µM SAHA response | activation, % at 6 µM | 0.56% of 360,000 active;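 active = activation above the average of all compounds screened plus 3 SD, cutoff fixed separately per campaign, cut at about 7.5% in these data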;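 also: 0% = DMSO wells and 100% = 10 µM SAHA wells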
# proKLK7 act = activates the human kallikrein-7 zymogen. activation, % at 7 µM. 0.9% of 370,000 active. P49862. purified proKLK7, EDANS-DABCYL substrate fluorescence; 100% is mature enzyme control, 0% vehicle;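 active = activation above the mean of all tested compounds plus 3 SD, computed per campaign excluding outliers beyond control limits, cut at about 13% in these data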
# Target sequence (P49862 whole entry, looked up): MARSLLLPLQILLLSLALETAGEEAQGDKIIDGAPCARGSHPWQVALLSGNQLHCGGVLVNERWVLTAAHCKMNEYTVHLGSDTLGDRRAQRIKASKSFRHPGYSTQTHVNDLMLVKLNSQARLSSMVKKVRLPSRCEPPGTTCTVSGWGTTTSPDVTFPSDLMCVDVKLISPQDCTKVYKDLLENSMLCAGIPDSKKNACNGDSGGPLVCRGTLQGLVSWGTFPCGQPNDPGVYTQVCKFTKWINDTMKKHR
# ASAP1 GAP inh = ASAP1 ArfGAP inhibition; Q9ULH1; ASAP1-stimulated ARF1 GTP hydrolysis, GDP FP detection; inhibition, % at 16.5 µM; 0.19% of 360,000 active; AID 624377; in the data active = inhibition above about 25%;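 also: 0% = vehicle with enzyme and substrate and 100% = no enzyme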
# ADAM10 inh = inhibits human ADAM10. recombinant ADAM10, EDANS/DABCYL FRET peptide cleavage, 3 h. 0.62% of 370,000 active. inhibition, % at 7 µM. O14672;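 active = inhibition above a per-campaign cutoff equal to the mean of compounds falling between control-based bounds plus 3 SD, cut at about 20% in these data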;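 also: 0% = DMSO wells while the 100% control is not disclosed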
# Active calls of the source: *; i = inactive; nt = no result given.
SMILES,sPLA2-III inh,DDE Tn6 FP inh,GC-A act,NPR2 activator,rCAG binder,ARFGAP1 inhibitor,GAA850 FXN act,proKLK7 act,ASAP1 GAP inh,ADAM10 inh
COC(=O)c1ccccc1NC(=S)N1CCN(c2ccccn2)CC1,3,-3,0,10,0,4,1.8,-0.1,2,1
N#Cc1c(NC(=O)CSc2ncn(-c3ccccc3)n2)sc2c1CCCC2,3,2,-2,-13,3,7,-0.2,0.1,-6,-4
Cc1cc(C)cc(NC(=O)C(=O)NCC2CCCN2S(=O)(=O)c2cccs2)c1 (stereo not drawn),-7,0,4,-2,4,11,2.0,0.0,4,5
COc1cccc(OC)c1OCCOCCn1cnc2ccccc2c1=O,4,-1,-2,-1,-4,-1,-1.4,-0.2,1,1
CCOC(=O)C1CCN(S(=O)(=O)c2ccc(NC(=O)OC)cc2)CC1,-6,5,-1,7,-3,-8,-1.5,0.0,4,-9
CCC1(c2ccccc2)NC(=O)N(CC(=O)c2ccc3c(c2)OCO3)C1=O (stereo not drawn),3,2,1,0,-3,10,-1.7,-0.4,1,-10
CCCn1nc(Oc2nc(NC(C)C)nc(N(C)C)n2)ccc1=O,2,-1,0,8,0,8,0.5,0.5,5,1
CC(C)C[C@H]1COc2cc(N3CCC[C@H]3CO)ccc2S(=O)(=O)N1,7,-2,1,-2,1,2,nt,-0.5,11,-1
CCCCNC(=O)NNC(=O)c1ccc(F)cc1,-2,3,-2,6,-1,1,-1.1,0.7,-10,-3
Cc1ccccc1OCCNC(=O)c1ccc2ccccc2n1,-19,-8,0,2,-3,-10,3.9,-0.3,6,4
Cc1ccc(NC(=O)Cc2c(F)cccc2Cl)cc1S(=O)(=O)N1CCOCC1,-3,-2,1,5,2,-5,-0.7,-0.6,5,-4
CCCCCNC(=O)C1CCC(Cn2c(=S)[nH]c3ccccc3c2=O)CC1 (stereo not drawn),-4,-9,-1,-5,-1,18,0.9,0.3,-7,3
O=C(N/N=C/c1ccccc1OCc1ccccc1)c1cccs1,-8,-4,2,-6,7,4,5.5,-3.4,-5,8
O=C(C1CC1)N1CCN=C1SCc1cccc(C(F)(F)F)c1,-2,6,-1,-2,0,1,0.6,0.0,-2,0
COCCNc1nc(NCc2cccc(OC)c2OC)c2sccc2n1,-5,1,1,0,0,-5,-0.8,0.0,-4,-24
CC(=C1C(=O)c2ccccc2C1=O)N1CCN(C/C=C/c2ccccc2)CC1,-4,-4,-3,3,11,-10,-2.0,0.2,-3,-10
O=C(O)CSCC(=O)N1CCCN(c2ccc(C(F)(F)F)cn2)CC1,4,-1,4,5,1,17,1.6,0.5,-13,-19
CCOc1ccc2nc(NC(=O)CCn3cccc3)sc2c1,-48,-5,-3,-2,15,-14,0.9,-0.4,-1,-5
CC(Cc1ccccc1)NC(=O)CSc1nc2nc3c(cc2c(=O)n1-c1ccccc1)COC(C)(C)C3 (stereo not drawn),-5,7,-4,-2,-6,1,-2.7,-0.2,5,-2
CCCCOCP(=O)(CCCC)COCCCC,7,-1,-1,-9,-6,-3,0.2,0.1,-4,4
CCN(CC)CCCN1C(=O)c2oc3ccccc3c(=O)c2C1c1cccc(OC)c1OC (stereo not drawn),-1,-1,1,1,2,3,0.3,0.6,18,-11
COc1ccccc1C(=O)Nc1ccc2c(c1)nc(CCNC(=O)c1ccccc1)n2C,-3,-1,-1,-2,0,12,-3.5,0.3,-11,6
COc1ccc(NC(=O)/C(C#N)=C\c2cc(C)n(-c3ccc(Oc4ccc([N+](=O)[O-])cn4)cc3)c2C)cc1,-6,3,-2,4,6,-5,-2.1,0.8,12,-1
CC(=O)c1cccc(N(CC(=O)Nc2cc(C)cc(C)c2)S(C)(=O)=O)c1,-10,4,-2,1,7,-13,0.5,-0.1,1,1
CC(C)COc1ccc(-c2csc(N3CCC(C(N)=O)CC3)n2)cc1,9,-9,3,-1,nt,nt,nt,nt,nt,3
COc1ccc(C2CC(c3ccc([N+](=O)[O-])cc3)=NN2C(=O)c2ccccc2)cc1OC (stereo not drawn),0,5,1,1,-2,5,-1.9,0.1,-1,9
O=c1[nH]c(/C=C/c2ccc([N+](=O)[O-])cc2)c([N+](=O)[O-])c(=O)[nH]1,6,2,3,-6,14,12,1.6,-0.1,-1,7
O=C(NCc1ccco1)c1ccccc1NS(=O)(=O)c1cccs1,-7,2,0,4,12,11,-1.8,-0.3,8,-9
CCCn1c(CN2CCN(C(=O)OCC)CC2)nc2cc(NC(=O)C(C)C)ccc21,3,-3,-5,-1,-9,2,-5.0,-0.2,15,-1
O=S1(=O)CC(c2ccccc2)=NN=C(c2ccccc2)C1,3,2,0,-3,0,11,2.0,-0.2,-4,3
COc1ccccc1NC(=O)Cc1nnc(SCC(=O)Nc2ccccc2F)n1C,0,3,2,5,-1,-3,0.3,0.7,8,11
CN(C)c1ccc(/C=N/NC(=O)c2ccc(Cn3cc(Br)cn3)o2)cc1,10,0,7,-16,0,-17,1.1,1.0,10,-24
CCN(CC)CCNc1nc(-c2ccc(OC(F)F)cc2)c(C)s1,5,-6,0,-3,3,11,0.9,-0.1,-8,-9
CCCCC(=O)N[C@H]1CC[C@@]23CCCN2C(=O)CCC[C@H]3[C@H]1C,0,-2,1,-4,nt,nt,nt,nt,nt,1
COC(=O)c1ccccc1NC(=O)c1ccc(COc2cccc3ccccc23)o1,0,-7,-5,-6,23,7,-0.7,0.1,3,-15
CCCc1ccc(-c2cc(NC(=O)Cc3c[nH]c4ccccc34)ccc2Nc2cccnc2)cc1,-22,6,1,7,17,4,nt,0.0,7,-2

# Structures from the list above that contain two or more sulfur atoms:
SMILES,sPLA2-III inh,DDE Tn6 FP inh,GC-A act,NPR2 activator,rCAG binder,ARFGAP1 inhibitor,GAA850 FXN act,proKLK7 act,ASAP1 GAP inh,ADAM10 inh
N#Cc1c(NC(=O)CSc2ncn(-c3ccccc3)n2)sc2c1CCCC2,3,2,-2,-13,3,7,-0.2,0.1,-6,-4
Cc1cc(C)cc(NC(=O)C(=O)NCC2CCCN2S(=O)(=O)c2cccs2)c1 (stereo not drawn),-7,0,4,-2,4,11,2.0,0.0,4,5
O=C(NCc1ccco1)c1ccccc1NS(=O)(=O)c1cccs1,-7,2,0,4,12,11,-1.8,-0.3,8,-9

# (next part)
SMILES,sPLA2-III inh,DDE Tn6 FP inh,GC-A act,NPR2 activator,rCAG binder,ARFGAP1 inhibitor,GAA850 FXN act,proKLK7 act,ASAP1 GAP inh,ADAM10 inh
CC(=O)Nc1ccc(Sc2ccccc2C(=O)O)cn1,1,-3,2,3,-3,2,1.8,0.5,7,-15
CCOC(=O)c1c(NC(=O)C2C3C=CC(C3)C2C(=O)O)sc2c1CCCC2 (stereo not drawn),-4,0,-5,-1,37*,6,-0.4,0.2,-4,-29
COc1ccc(NCc2nnc(SCc3ccccc3)n2-c2ccc(OC)cc2)cc1,0,0,-8,-4,-1,-4,1.1,-0.4,6,15
C=CCNC(=O)N1CCC(c2nc3ccc(Cl)cc3[nH]2)CC1,4,-4,0,-10,2,nt,nt,-0.1,nt,4
CSc1nc2ccccc2s1,9,6,0,3,3,10,-0.4,0.2,-18,-11
CCOC(=O)c1c(C)[nH]c(C(=O)CN2C(=O)NC(C)(CC(C)C)C2=O)c1C (stereo not drawn),-12,-5,9,10,-4,10,1.0,-0.2,-7,-2
COc1ccccc1-n1c(SCC(=O)Nc2ccccc2F)nc2[nH]ncc2c1=O,3,1,10,8,-1,9,-0.8,-0.1,4,-3
O=C(Cc1cccs1)NNC(=S)NCc1ccc(Cl)cc1,19*,0,-1,0,2,0,-2.2,-0.9,5,8
CCCCn1c(SC(C)C(=O)c2ccc(OC)cc2)nc2cc(S(N)(=O)=O)ccc21 (stereo not drawn),-32,-2,-9,-7,8,-6,2.0,0.0,8,26*
CCOC(=O)C1CCN(C(=O)c2ccccc2)c2scc(-c3ccccc3)c2C1=O (stereo not drawn),-29,3,-3,-3,2,7,-0.9,-0.3,13,0
CCOC(=O)C1CCCN(C(=O)Nc2cccc(Cl)c2)C1 (stereo not drawn),1,-2,4,0,-3,1,0.0,-0.2,4,7
COc1ccc(Br)c(/C=N/NC(=O)COc2ccc(-c3ccccc3)cc2)c1,-10,5,-4,-1,4,9,0.4,0.4,9,-4
Cc1ccc(C(=O)C(C)OC(=O)C2CCN(c3ccc(C(F)(F)F)cn3)CC2)cc1C (stereo not drawn),8,3,2,-6,1,0,2.4,-0.4,-2,0
O=c1c(-c2ccco2)nc2ccccc2n1C(c1ccccc1)c1nc2ccccc2[nH]1 (stereo not drawn),0,7,-11,-11,29,-11,nt,1.4,-7,-143
CCCn1c(C(C)NC(C)=O)nc2ccccc21 (stereo not drawn),1,-3,0,-3,0,-2,-2.7,-0.6,-7,-13
CCCCNc1c(-c2cc3ccccc3o2)nc2nc(C)cc(C)n12,5,8,2,-2,10,-1,nt,-4.5,-8,-123
Cc1ccc(-n2ncc3c(=O)n(CC(N)=O)cnc32)cc1C,4,0,10,-9,0,-9,1.3,0.0,-3,4
O=C(COc1ccc(Cl)cc1Cl)N(C1CCCCC1)C1CCS(=O)(=O)C1 (stereo not drawn),-10,3,-7,-4,5,-4,0.7,0.3,5,-1
Cc1ccccc1-n1nc2c(c1NC(=O)c1cccs1)CS(=O)(=O)C2,-3,2,-4,-5,6,3,-1.0,-0.2,9,7
Cc1ccc2c(c1)nnn2C1CCN(CC(=O)NCc2ccccc2F)CC1,-1,10,-3,2,-4,-9,1.9,0.1,1,-4
COc1cccc(NC(=O)CN2C(=O)c3cccnc3Oc3ccc(Cl)cc32)c1,-8,-3,-12,-8,7,7,-0.9,1.0,22,-49
CC1=C(C(=O)OC2CCCCC2)C(c2ccc(C)o2)C2=C(CC(C)(C)CC2=O)N1 (stereo not drawn),-1,-9,-9,-3,-8,11,0.2,1.7,19,1
O=S(=O)(Cc1ccccc1Cl)c1ncn[nH]1,7,3,5,3,1,-13,1.8,-0.6,-7,-3
CCOC(=O)CSc1cc(CSc2ccccc2)nc(-c2ccccc2)n1,-17,-5,-1,1,4,8,-0.6,0.4,2,7
Cc1noc(C)c1C(=O)Nc1nc2ccc(Cl)cc2s1,1,-6,6,1,4,3,5.1,0.3,13,0
CCOC(=O)c1cc(-c2cc(OC)c(OC)c(OC)c2)nc2c1c(=O)[nH]c(=O)n2Cc1ccccc1,-3,-2,11,12,1,10,3.1,-0.8,10,-3
CC(C)(C)CN1CCN(CCCc2ccccc2)C(CCO)C1 (stereo not drawn),6,4,1,0,-9,0,0.3,0.1,0,-9
CC(=O)C1=C(O)C(=O)N(c2nccs2)C1c1ccccc1F (stereo not drawn),5,5,2,-1,1,7,1.5,1.5,-4,-71
COc1ccc2cc(OC)c(C(=O)N3CCOCC3)cc2c1,7,-4,2,3,-4,0,1.5,9.0,13,i
COc1ccc(NC(=O)c2ccc(NC(=O)CN3CCC(C(N)=O)CC3)cc2)cc1,0,-6,2,4,3,9,0.4,0.1,3,-10
